Bioassay records: PubChem, several laboratories
Scp-1 inhibitor: Scp-1 (human) phosphatase inhibition; Q9GZU7; Recombinant Scp1, phosphopeptide, malachite green phosphate absorbance; inhibition, % at 20 µM; 0.88% of 340,000 active;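 active means inhibition above about 50% at 20 µM, limit read from the data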;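 further: plate controls were DMSO wells with enzyme for no effect and wells lacking enzyme for full effect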
Target sequence (Q9GZU7 76-261 limits assumed): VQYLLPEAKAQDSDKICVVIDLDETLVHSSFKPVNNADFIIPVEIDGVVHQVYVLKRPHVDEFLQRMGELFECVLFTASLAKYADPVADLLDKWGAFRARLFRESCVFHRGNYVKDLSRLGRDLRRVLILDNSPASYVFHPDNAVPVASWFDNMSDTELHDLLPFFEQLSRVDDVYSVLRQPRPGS
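Material: truncated SCP-1 phosphatase (76-261aa) / Buffer or medium: 50 mM Tris acetate pH 5.5, 0.005% Tween-20, 10 mM MgCl2 / Compound dosing: one concentration, 20 µM, with 1.0% DMSO / Incubation: 45 min room-temperature reaction, 5 min colour, 30 min stabiliser / Detection: colorimetric free-phosphate detection, absorbance 630 nm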
CSN inh: CSN deneddylation inhibition; Q92905; inhibition, % at 12.5 µM; 0.38% of 360,000 active; Purified CSN, SCF-Nedd8-OG deneddylation, fluorescence polarization; AID 651999;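 active means pattern-corrected inhibition above about 35%, with an unprinted fluorescence ratio check between 0.5 and 1.5, limit read from the data, passing the limit was not always enough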;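 further: 0% = enzyme with substrate and 100% = substrate without enzyme; some results filed as inactive read as strong as hits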
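Assay system: Purified human Csn5 enzyme expressed in HEK293T cells | Amount: Enzyme 0.24 nM | Measured by: Fluorescence polarization readout | Medium: Tris/NaCl/DTT buffer, pH 7.5 | Compound dosing: One concentration, 12.5 µM, 0.25% DMSO | Times: 90 min incubation of compound, enzyme and substrate at room temperature | Control set: no-enzyme wells high, enzyme-with-substrate wells low | Read-out: % inhibition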
Tb MetRS inh: Trypanosoma brucei MetRS inhibition; 0.4% of 360,000 active; AID 624268; purified T. brucei MetRS, ATP depletion, Kinase-Glo luminescence; inhibition, % at 11.9 µM;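 active means inhibition above a per-plate cutoff of the control wells' mean inhibition plus 3 SD, cut at about 5.5% in these data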;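 further: 0% = DMSO wells median and 100% = median of wells with control inhibitor compound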
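assay system = parasite MetRS enzyme | timing = 15 min preincubation, 2 h reaction, all 25 °C | evaluation = percent inhibition relative to median high and low control wells | medium = HEPES buffer containing pyrophosphatase, BSA, spermine, DTT | compound = single dose, 11.9 µM final nominal, 0.9% final DMSO | detection = Kinase-Glo luminescence, ATP depletion format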
Rpn11 inh: Rpn11 (human) deubiquitinase inhibition; calls only at 20 µM; human 26S proteasome, Ub4-pepOG fluorescence polarization; 20S core pre-blocked with epoxomicin; 0.59% of 360,000 active;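 active means inhibition at 20 µM, scaled to each plate's controls, above about 33%, limit read from the data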
NadD block: inhibitors of Staphylococcus aureus NadD | 0.78% of 360,000 active | AID 602399 | purified NadD enzyme, colorimetric absorbance read-out | inhibition, % at 20 µM; in the data active means inhibition above about 26%; further: some compounds past the cut are filed as inactive
SUMO1 PPI mod: modulators of human SUMO1-mediated protein-protein interactions; P63165; SUMO1 binding to a labelled peptide, TR-FRET, 1 h; inhibition, % at 20 µM; 0.33% of 360,000 active; in the data active means inhibition above about 37%
Target sequence (P63165 whole entry, looked up): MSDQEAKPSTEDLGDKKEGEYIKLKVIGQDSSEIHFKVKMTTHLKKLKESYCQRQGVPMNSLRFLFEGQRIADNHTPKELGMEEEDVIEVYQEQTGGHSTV
LMPTP inh: LMPTP (human) inhibition. P24666. AID 651560. recombinant LMPTP-A, OMFP fluorogenic substrate, fluorescence intensity. 0.22% of 360,000 active. inhibition, % at 20 µM;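 active means compounds that cut the enzyme signal by at least half of the control window in the single-dose screen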;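 further: plate controls were DMSO wells with enzyme plus substrate for no effect and substrate without enzyme for full effect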
Target sequence (P24666 whole entry, looked up): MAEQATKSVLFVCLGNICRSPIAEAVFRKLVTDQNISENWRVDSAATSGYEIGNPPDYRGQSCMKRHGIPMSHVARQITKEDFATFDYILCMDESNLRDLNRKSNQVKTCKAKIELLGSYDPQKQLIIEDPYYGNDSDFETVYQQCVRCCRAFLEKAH
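Test system: LMPTP-A phosphatase enzyme; input: 0.625 nM LMPTP-A final; reagent: OMFP substrate, 400 µM final; compound dosing: 20 µM single dose, 3% DMSO; incubation: 50 min dark incubation at room temperature; measured by: endpoint fluorescence intensity from OMFP dephosphorylation; measure: % inhibition relative to no-enzyme and uninhibited control wells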
STEP inh: inhibitors of human striatal-enriched phosphatase STEP | recombinant STEP, OMFP fluorogenic substrate, fluorescence | inhibition, % at 20 µM | 0.25% of 360,000 active | P54829;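 active means inhibition at 20 µM, scaled per plate between control wells, above about 37%, limit read from the data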;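 further: 0% = DMSO with enzyme and substrate and 100% = substrate only without enzyme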
Target sequence (P54829 whole entry, looked up): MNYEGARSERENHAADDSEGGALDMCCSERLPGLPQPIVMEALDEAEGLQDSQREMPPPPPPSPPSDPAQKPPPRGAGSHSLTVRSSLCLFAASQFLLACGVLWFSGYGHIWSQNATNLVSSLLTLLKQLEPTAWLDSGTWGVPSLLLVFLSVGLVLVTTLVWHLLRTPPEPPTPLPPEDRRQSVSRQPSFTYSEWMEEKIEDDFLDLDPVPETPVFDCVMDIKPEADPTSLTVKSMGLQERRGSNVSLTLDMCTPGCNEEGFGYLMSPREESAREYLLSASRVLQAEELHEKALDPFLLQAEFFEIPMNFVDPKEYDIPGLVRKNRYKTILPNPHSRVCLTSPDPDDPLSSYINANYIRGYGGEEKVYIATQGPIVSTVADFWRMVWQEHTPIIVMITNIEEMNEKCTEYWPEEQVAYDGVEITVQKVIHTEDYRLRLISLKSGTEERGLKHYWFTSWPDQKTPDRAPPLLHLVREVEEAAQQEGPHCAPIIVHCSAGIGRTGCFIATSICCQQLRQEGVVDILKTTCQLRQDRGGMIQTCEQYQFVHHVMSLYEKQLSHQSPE
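System: STEP phosphatase, cell-free reaction; Buffer or medium: Bis-Tris pH 6.0 buffer with DTT, detergent; Incubation: 20 min at room temperature, dark; Measured by: fluorescence, 480/540 nm.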
MsrA inhibitor: inhibitors of bovine MsrA; AID 651718; inhibition, % at 15.5 µM; purified bovine MsrA, absorbance read-out; 0.75% of 360,000 active; in the data active means inhibition above about 4.5%;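 further: 0% = vehicle wells with enzyme and 100% = reference inhibitor wells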
DNMT1 block: blocks human DNA methyltransferase DNMT1 | DNMT1 molecular beacon, Hinp1I cleavage, fluorescence | inhibition (reported as % activation of signal), % at 10 µM | 0.83% of 360,000 active; in the data active means inhibition above about 50%
Numbers without * were called inactive; i = inactive; · = not tested or not shown.

Preview, 11 compounds:
Scp-1 inhibitor	CSN inh	Tb MetRS inh	Rpn11 inh	NadD block	SUMO1 PPI mod	LMPTP inh	STEP inh	MsrA inhibitor	DNMT1 block	structure
-2	-3	-0.7	i	0	4	-0.6	-1	-1.8	1	CC(NC(=O)c1ccc(Br)o1)C1CCCO1 (centres undefined)
0	4	1.3	i	0	-11	1.0	2	-0.7	1	O=C1NC(c2ccc(Cl)c([N+](=O)[O-])c2)Nc2ccccc21 (centres undefined)
-2	5	-0.3	i	2	-13	-1.7	-3	-0.1	-1	CCCCNC(=O)c1ccc2c(SCC(=O)O)c3c(nc2c1)CCCC3
83*	4	-0.5	i	11	6	0.8	0	·	2	CCOC(=O)c1ccc2c(c1)N(CC)C(=O)c1ccccc1S2
6	1	-0.3	i	-4	-27	0.7	0	-0.5	1	CSc1ccc(S(=O)(=O)NCC(=O)OCC(=O)N2CC(C)CC(C)C2)cc1[N+](=O)[O-] (centres undefined)
50*	3	-1.4	i	2	2	1.4	-4	-0.1	4	CCN(C[C@H]1N[C@@](Cc2ccccc2)(C(=O)OC)[C@H]2C(=O)N(C)C(=O)[C@@H]12)C(=O)COC
4	-1	-0.6	i	-9	4	-1.0	-5	0.1	-6	O=C(OCCN1CCCCC1)c1cccc(Cl)c1
-8	1	-0.3	i	0	-17	2.0	0	-0.8	-9	O=C(CN1CCN(Cc2ccccc2)CC1)Nc1ccc([N+](=O)[O-])cc1C(=O)Nc1ccccc1F
-5	0	-0.9	i	-7	1	-1.2	-1	-0.4	1	Cc1ccccc1-n1nnnc1SC(C)C(=O)NC1CCCc2ccccc21 (centres undefined)
-8	5	-1.1	i	-1	-23	1.2	-2	0.5	2	O=[N+]([O-])c1cccc(COc2cccc(CN3CCCCC3)c2)c1
-8	-2	-0.7	i	1	8	-0.8	2	0.4	-2	CC1(C)CC(=O)N(CC(=O)NCc2ccc(F)cc2)c2ccccc2S1(=O)=O

All compounds of this part, previewed entries included:
Scp-1 inhibitor	CSN inh	Tb MetRS inh	Rpn11 inh	NadD block	SUMO1 PPI mod	LMPTP inh	STEP inh	MsrA inhibitor	DNMT1 block	structure
-2	-3	-0.7	i	0	4	-0.6	-1	-1.8	1	CC(NC(=O)c1ccc(Br)o1)C1CCCO1 (centres undefined)
0	4	1.3	i	0	-11	1.0	2	-0.7	1	O=C1NC(c2ccc(Cl)c([N+](=O)[O-])c2)Nc2ccccc21 (centres undefined)
-2	5	-0.3	i	2	-13	-1.7	-3	-0.1	-1	CCCCNC(=O)c1ccc2c(SCC(=O)O)c3c(nc2c1)CCCC3
83*	4	-0.5	i	11	6	0.8	0	·	2	CCOC(=O)c1ccc2c(c1)N(CC)C(=O)c1ccccc1S2
6	1	-0.3	i	-4	-27	0.7	0	-0.5	1	CSc1ccc(S(=O)(=O)NCC(=O)OCC(=O)N2CC(C)CC(C)C2)cc1[N+](=O)[O-] (centres undefined)
50*	3	-1.4	i	2	2	1.4	-4	-0.1	4	CCN(C[C@H]1N[C@@](Cc2ccccc2)(C(=O)OC)[C@H]2C(=O)N(C)C(=O)[C@@H]12)C(=O)COC
4	-1	-0.6	i	-9	4	-1.0	-5	0.1	-6	O=C(OCCN1CCCCC1)c1cccc(Cl)c1
-8	1	-0.3	i	0	-17	2.0	0	-0.8	-9	O=C(CN1CCN(Cc2ccccc2)CC1)Nc1ccc([N+](=O)[O-])cc1C(=O)Nc1ccccc1F
-5	0	-0.9	i	-7	1	-1.2	-1	-0.4	1	Cc1ccccc1-n1nnnc1SC(C)C(=O)NC1CCCc2ccccc21 (centres undefined)
-8	5	-1.1	i	-1	-23	1.2	-2	0.5	2	O=[N+]([O-])c1cccc(COc2cccc(CN3CCCCC3)c2)c1
-8	-2	-0.7	i	1	8	-0.8	2	0.4	-2	CC1(C)CC(=O)N(CC(=O)NCc2ccc(F)cc2)c2ccccc2S1(=O)=O
8	-3	0.0	i	-2	4	0.2	-1	0.1	2	N#Cc1ccc(OCC(=O)NNC(=S)NC2CCCCC2)cc1
2	-3	-0.6	i	-2	4	-2.2	-3	2.5	2	COCCCNC(=S)NNC(=O)c1cc(Cl)c(O)c(Cl)c1
-5	4	-0.2	i	-4	0	0.0	-2	-0.4	2	Cc1c(NC(=O)CSc2ccc3ccccc3n2)c(=O)n(-c2ccccc2)n1C
-4	-2	0.5	i	-1	4	1.5	-2	-0.4	-4	Cc1cccc(N2CCN(C(=O)CCC(=O)N3CCOc4ccc(Cl)cc43)CC2C)c1 (centres undefined)
52*	-3	-0.8	i	-4	13	0.3	4	5.5*	-1	COc1ccc(S(=O)(=O)c2c[nH]c(=S)[nH]c2=O)cc1Cl
-1	0	0.2	i	3	-2	7.5	1	2.0	-4	Cc1ccc(C)c(N2CCN(C(=O)CCc3nc(-c4cccc(Cl)c4)no3)CC2)c1
-4	12	-0.6	i	-14	-1	0.0	3	0.7	-3	COc1ccc(SCC(=O)Nc2ccc(N3CCN(C)CC3)c(F)c2)cc1
0	1	0.7	i	-6	0	-0.6	-3	-0.3	2	COc1ccc(C(=O)O)cc1S(=O)(=O)NC(C)C12CC3CC(CC(C3)C1)C2 (centres undefined)
-8	0	0.0	i	9	-5	-1.5	-2	-1.4	2	COc1ccc(C(=O)NC(=O)COC(=O)C2COc3ccccc3O2)cc1 (centres undefined)
-6	-5	-0.1	i	1	-12	3.0	1	0.3	-2	CC(C)Nc1ccc(C(CC(N)=O)NC(=O)c2ccc(Br)cc2)cc1[N+](=O)[O-] (centres undefined)
-11	-2	-0.2	i	-4	-1	-0.5	-2	0.0	2	O=S1(=O)CCN(Cc2ccccn2)CC1
-11	5	-0.1	i	-5	-2	-1.0	1	-0.4	-7	COc1ccc(C)cc1NC(=O)CN1C(=O)c2cccc3cccc1c23
21	-1	-0.3	i	5	-3	-0.5	1	-1.3	0	CCOc1ccc(S(=O)(=O)N2CCOCC2)cc1NC(=O)C1=COCCO1
·	-7	-0.6	i	14	10	0.3	6	-0.5	-1	Cc1ccc([C@@H]2C[C@H]3[C@@H](CN2S(=O)(=O)c2ccc(C)cc2)C(=O)C[C@@H](c2ccccc2)N3S(=O)(=O)c2ccc(C)cc2)cc1
-7	-3	-0.4	i	-5	2	-1.3	0	0.5	1	Cc1ccc(CNc2cnccn2)cc1
-6	0	-1.2	i	-7	-6	3.6	-3	-0.6	3	Oc1ccc(C2=NNC(c3ccc(O)cc3)=NN2)cc1
-5	32	-0.1	i	2	1	0.6	-7	-1.0	3	CC1CC(C)CN(CCCNS(=O)(=O)c2ccc3c(c2)oc(=O)n3C)C1 (centres undefined)
·	-5	0.5	i	2	22	2.8	2	0.5	11	CCCOc1ccc(F)cc1-c1cc(C(=O)Nc2ccc(C(C)C)cc2)[nH]n1
-11	1	-0.5	i	-13	2	2.0	-3	-1.1	15	CCOC(=O)C1CCN(S(=O)(=O)c2ccc(-c3cc(C(F)(F)F)n(C)n3)s2)CC1
·	-5	0.4	·	·	3	-0.3	·	-0.4	·	CO[C@@H]1CN(C)C(=O)c2cc(NC(=O)Nc3ccc4c(c3)OCO4)ccc2OC[C@@H](C)N(C)C[C@H]1C
-5	4	0.1	i	1	2	-1.4	-1	-0.6	1	COc1cc(CN(C(=O)c2cccs2)C2CCS(=O)(=O)C2)cc(OC)c1OC (centres undefined)
-3	5	0.0	i	-8	-4	-0.6	0	-0.3	2	COc1cccc(NC(=O)NCCC2=CCCCC2)c1
1	1	-0.7	i	-4	1	-0.5	-2	0.1	-3	Cc1cc(Cl)c2oc(C(=O)N(C)CC3CCOCC3)c(C)c2c1
-12	3	0.2	i	-5	7	-1.5	0	-0.2	-2	CCCCNC(=O)c1onc(CSc2ccccc2C)c1C(=O)O
-5	-1	-0.5	i	-7	-4	0.8	0	-1.0	1	CCCn1c(C(O)c2ccc(C)cc2)nc2ccccc21 (centres undefined)
-3	-1	0.8	i	-4	5	-0.9	8	-0.8	1	O=C(NC1CCCCCC1)c1ccc(Cl)c(S(=O)(=O)N2CCOCC2)c1
-1	-2	-1.1	i	-3	19	-0.6	1	0.4	5	CCc1ccc(OCC(=O)NCc2ccco2)c(Br)c1
1	0	-1.7	i	2	-5	-0.7	-1	-0.3	17	CCOC(=O)C(=O)c1cn(C2OCC(OC(C)=O)C(OC(C)=O)C2OC(C)=O)c2ccccc12 (centres undefined)
-3	2	-0.8	i	-4	-1	0.3	-1	-0.4	-3	CCOc1ccc(S(=O)(=O)N2CCC(C(=O)NCc3cccnc3)CC2)cc1Cl
4	2	-0.2	i	-2	-10	-0.3	-3	1.9	-2	C/C(=N\NC(=O)c1ccoc1C)c1ccc(Cl)s1
0	2	-0.4	i	3	3	-2.7	1	0.0	4	COCCNC(=O)CN1CCN(Cc2cccc(Cl)c2)C1=O
105*	-4	-0.5	i	7	-4	-1.7	-3	1.1	1	COc1cccc(NC(C)=[N+](C)CCNS(=O)(=O)c2ccc(Cl)cc2)c1
-6	5	-0.2	i	-3	-6	-0.7	1	-0.7	1	O=C(CCNC(=O)c1ccco1)Nc1ccccc1OC(F)F
6	3	-1.4	i	9	-7	2.9	5	1.1	-9	Cc1cccc(NC(=O)CSc2nc3ccccc3nc2N2CCCC2)c1
-2	-1	6.6*	i	6	2	-0.8	-3	0.8	-2	COc1ccccc1N1CCN(C(=O)C(=O)c2c(C)[nH]c3ccccc23)CC1
-6	2	-0.3	i	-2	-3	-1.0	-2	0.3	2	CCOC(=O)CSc1nnc(C)c(C)n1
-3	4	-0.1	i	34*	6	3.6	6	0.9	-16	Cc1ccc(NS(=O)(=O)c2cc(NC(=O)c3ccc4c(c3)NC(=O)CS4)ccc2C)c(C)c1
-10	66*	0.6	·	-5	-29	5.1	1	-0.2	10	CC(C)C(C(=O)O)N1C(=O)/C(=C/c2cccn2C)SC1=S (centres undefined)
